# Hck-Nef inh – blocks Nef-activated human Hck kinase. actives 0.68% (n = 220,000). P08631. inhibition, % at 20 µM. Recombinant Hck-YEEI plus Nef, Z-Lyte FRET kinase assay;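 active = Hck-Nef kinase inhibition above about 50%, limit read from the data; inactive = inhibition below that limit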;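 also: 0% = DMSO with Hck plus Nef and 100% = Hck alone without Nef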
# Target sequence (P08631 whole entry, looked up): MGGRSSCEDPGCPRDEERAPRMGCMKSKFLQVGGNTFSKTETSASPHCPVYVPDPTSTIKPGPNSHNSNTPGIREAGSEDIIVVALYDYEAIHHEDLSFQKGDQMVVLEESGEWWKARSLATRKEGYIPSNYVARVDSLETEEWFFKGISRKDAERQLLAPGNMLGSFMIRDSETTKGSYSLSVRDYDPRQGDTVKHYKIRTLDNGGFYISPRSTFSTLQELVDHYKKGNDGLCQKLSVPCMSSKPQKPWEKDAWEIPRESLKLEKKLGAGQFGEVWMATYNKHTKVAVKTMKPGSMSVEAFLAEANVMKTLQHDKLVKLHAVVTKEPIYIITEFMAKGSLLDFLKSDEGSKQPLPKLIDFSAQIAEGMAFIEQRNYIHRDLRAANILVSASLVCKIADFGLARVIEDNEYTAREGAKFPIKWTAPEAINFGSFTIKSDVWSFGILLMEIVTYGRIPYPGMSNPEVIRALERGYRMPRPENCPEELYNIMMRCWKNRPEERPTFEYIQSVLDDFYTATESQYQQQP
# TbHK1 inh – blocks Trypanosoma brucei hexokinase 1 activity; recombinant TbHK1, G6PDH-coupled NADH A340; inhibition, % at 10 µM; actives 0.11% (n = 220,000); AID 1430;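 active = inhibition of 50% or more in the single-dose primary screen; inactive = inhibition below 50%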
# eIF4E-4G inh – blocks eIF4E binding to eIF4G | TR-FRET eIF4E-eIF4GI(517-606) binding, 2 h | inhibition, % at 21.7 µM | actives 0.37% (n = 220,000) | AID 782;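 active = inhibition above about 30%, limit read from the data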;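 also: 0% = full FRET control wells and 100% = background wells lacking eIF4GI fragment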
# EP2 antag – blocks the human prostaglandin E2 receptor EP2. P43116. C6 glioma cells expressing human EP2, cAMP TR-FRET; cells stimulated with saturating PGE2. inhibition, % at 25 µM. actives 0.52% (n = 260,000). AID 1422;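 active = percent inhibition above 40 after rounding to a whole number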;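 also: rat C6 glioma host cells with rolipram phosphodiesterase inhibitor present; the protocol text gives 20 µM as final concentration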
# L929 necroptosis – blocks zVAD induced death of L929 cells. AID 1377. viability rescue, % at 10 µM. actives 0.38% (n = 220,000). L929 zVAD necroptosis rescue, ATP luminescence, 24 h; with zVAD 60 µM;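 active = activation, scaled between plate controls, above about 75%, limit read from the data; inactive = activation under that limit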;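 also: 0% = zVAD with DMSO and 100% = DMSO alone without zVAD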
# EP2 modulator – EP2 receptor (human) modulation. actives 0.83% (n = 260,000). EP2-expressing cells, cAMP HTRF FRET, PGE2 co-stimulation. P43116. AID 940. induction, % at 25 µM;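 active = compounds whose cAMP rise, as percent of the full-agonist control response, exceeds 60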;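 also: rat C6 glioma line stably carrying human EP2 under a CMV promoter; the protocol text gives 20 µM as final concentration; 100% = response of wells given 1 µM PGE2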
# 14-3-3 Bad inh – disrupts binding of bovine 14-3-3 zeta to phospho-Bad peptide; TR-FRET 14-3-3zeta/Dy647-pBad peptide displacement, 1 h; inhibition, % at 21.7 µM; actives 0.71% (n = 220,000); AID 781;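 active = inhibition above about 70%, limit read from the data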;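 also: 0% = full 14-3-3 plus peptide FRET controls and 100% = background without 14-3-3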
# m-calpain inh – blocks pig calpain II enzyme activity | purified calpain II, fluorogenic peptide substrate, 30 min | inhibition, % at 16 µM | actives 0.37% (n = 220,000);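 active = inhibition above about 50%, limit read from the data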
# Rad51 HR inh – Rad51 (human) homologous recombination inhibition. hRad51 DNA strand exchange, fluorescence dequenching. inhibition, % at 10 µM. actives 0.085% (n = 200,000);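 active = inhibition above 40% at the single screening dose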;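 also: 0% = DMSO control wells and 100% = blanks with heterologous ssDNA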
# Target sequence (Q06609 whole entry, looked up): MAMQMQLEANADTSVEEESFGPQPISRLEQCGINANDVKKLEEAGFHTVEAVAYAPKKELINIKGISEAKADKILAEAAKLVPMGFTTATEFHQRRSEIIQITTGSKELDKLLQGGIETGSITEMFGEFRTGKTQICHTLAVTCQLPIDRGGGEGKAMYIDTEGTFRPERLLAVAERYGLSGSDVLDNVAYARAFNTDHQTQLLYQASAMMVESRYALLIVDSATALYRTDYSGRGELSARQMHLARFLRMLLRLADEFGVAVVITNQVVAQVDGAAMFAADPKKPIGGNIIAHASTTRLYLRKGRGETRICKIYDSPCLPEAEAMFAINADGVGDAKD
#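 material = hRad51 filaments on single-stranded DNA | timing = filaments 15 min 37 °C, then compound 30 min | signal = FRET fluorescence dequenching, excitation 485 nm, emission 520 nm | benchmarks = control wells and blank wells on each plate | evaluation = percent inhibition relative to plate controls and blanks | compound = 10 µM final, single point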
# * = called active by the depositor; · = no result given; [ ] = dose if it differs, or a comment. This is a subset; the hit share may differ from the screen's.
SMILES,Hck-Nef inh,TbHK1 inh,eIF4E-4G inh,EP2 antag,L929 necroptosis,EP2 modulator,14-3-3 Bad inh,m-calpain inh,Rad51 HR inh
Cc1occc1C(=O)N=Nc1c(O)[nH]c2ccc(Br)cc12,5,-19,17,3,20,-2,68[fluorescence artefact?],-16,2
CCCCCc1nnc(NC(=O)OCCC)s1,2,-2,1,6,0.0,18,1,24,-9
O=C(NCc1ccccc1Cl)c1ccc(-c2ccccc2)cc1,4,2,2[fluorescence artefact?],7,1.5,-37,2[fluorescence artefact?],12,12
COc1cc(OC)cc(C(=O)N2CCC(n3c(C)nc4cc(F)ccc43)CC2)c1,1,2,8[fluorescence artefact?],·,-0.1,3,-10,-23,·
O=C(NCc1cccs1)c1ccc(Cl)s1,2,0,-2,8,0.3,37,8,-12,0
CC1=C(C(=O)NCCN2CCN(C)CC2)C2(CCC(C)CC2)OC1=O (stereo not given),3,37,2[fluorescence artefact?],5,0.1,-13,-2,10,2
O=C(CN1C(=O)CC(c2ccco2)Sc2ccccc21)Nc1ccc2c(c1)OCCO2 (stereo not given),1,3,-4,6,0.1,-12,-10,18,-5
Cc1ccc(S(=O)(=O)Cc2ccc(C(=O)N3CCCCCC3)o2)cc1,0,-3,6[fluorescence artefact?],14,0.5,2,2,-13,3
CCOc1ccc(N2C(=O)c3ccccc3C2O)cc1 (stereo not given),1,-11,-8,12,-0.2,-2,10,11,3
CCCn1nnc(NC(=O)c2cc3ccccc3o2)n1,0,5,1,21,-0.2,6,-11,12,0
O=C(N/N=C/c1sc(N2CCOCC2)nc1-c1ccccc1)c1ccccc1F,-12,-10,-2,15,1.3,-16,-9,-31,-3
CN1C(=O)C(Cl)(Cl)C(=O)c2ccccc21,-5,75*,20,11,0.4,28,54,-257,·
Oc1ccc2ccccc2c1Br,24,-6,1,12,2.1,-23,-19,-45,43*
CC(C)C1=C2OC(N)=C(C#N)C(C#N)=C2C(C)CC1 (stereo not given),7,-3,·,7,1.2,·,·,·,-7
CCOC(=O)c1[nH]c2ccc(F)cc2c1NC(=O)C(C)N1CCc2cc(OC)c(OC)cc2C1 (stereo not given),-1,-13,4[fluorescence artefact?],12,0.4,-57,1[fluorescence artefact?],-34,-6
CCCCc1nc(N2CCOCC2)c(C#N)c2c1CCCC2,-1,2,0,11,-0.2,79*,4,-68,-1
N#Cc1c(-c2ccccc2)nc2n(c1=O)CCS2,2,-9,2,4,0.0,16,-20,-17,-2
COc1cccc(NC(=O)COC(=O)CCCc2c[nH]c3ccccc23)c1,2,-5,5,6,0.2,-23,11,-28,1
CC(C)c1ccc(CN2CCC(C(=O)NCc3cccnc3)CC2)cc1,-21,1,75*,2,-0.7,16,74*,-8,6
CCOC(=O)c1sc(=S)n(CC)c1NC(=O)c1ccccc1,16,-38,-3,12,1.0,24,3,-1,-2
O=C(CCc1ccc(S(=O)(=O)NCc2ccccc2)cc1)NCc1ccc2c(c1)OCO2,-2,3,7,5,0.2,-17,-2,-18,-5
CCOc1cc(/C=N/N2CCOCC2)ccc1OCc1ccc(C(=O)OC)o1,23,0,1,2,6.3,-4,-25,-13,-126
CCC1S/C(=C(\C#N)C(=O)NCc2ccco2)N(c2ccc(Br)cc2)C1=O (stereo not given),1,-15,4,14,-0.4,38,-14,7,3
Cc1ccc(NC(=O)CN(C)Cc2nc3c(Br)cc(Br)cc3c(=O)[nH]2)cc1,74*,8,-5,7,2.0,54,-17,-63,-6
CCOC(=O)N1CCC(NC(=O)c2sc(-n3cccc3)nc2C)CC1,-1,-9,2[fluorescence artefact?],6,2.4,-17,18,-1,1
O=C(c1ccc(Br)o1)N1CCCc2ccccc21,8,3,3,4,0.6,22,11,4,3
COc1cc(CNc2ccc3[nH]c(=O)[nH]c3c2)ccc1OCC(=O)NC(C)(C)C,10,-1,1,10,20,28,4,-222,1
COc1ccc(C(=O)NCc2cc(C)nc3ccccc23)cc1OC,19,1,-1,3,2.0,-9,-6,-11,1
CCCCN(CC)CCNc1c(N2CCN(C(=O)OCC)CC2)c(=O)c1=O,1,5,6,16,0.8,-1,-8,21,1
c1ccc(Nc2n[nH]nc2-c2ccccc2)cc1,6,-3,4,13,-0.2,10,-6,-2,2
COc1ccc(-n2c(C)nc3sc4c(c3c2=O)CCC4)cc1,36,-4,-2,8,23,28,-18,-64,6
COc1ccccc1Nc1nc(N)nc(CN2CCN(c3ccccc3F)CC2)n1,5,3,-8,10,-0.4,-5,-9,-18,-10
O=S(=O)(c1cccc(NC(=S)NCc2ccco2)c1)N1CCOCC1,8,31,-3,5,1.8,-54,-13,4,-1
CC1(C)CC(=O)C2=C(C1)N(c1ccc(F)cc1)C(=O)CC2c1ccccc1 (stereo not given),-1,-12,9,12,-1.1,14,-11[fluorescence artefact?],-29,7
CC(NCc1cccc(S(=O)(=O)N(C)C)c1)c1ccc(F)cc1 (stereo not given),1,-2,-1,18,0.7,-3,9,-3,12
CCOC(=O)C1=C(c2ccccc2)NC(SC)=C(C#N)C1c1cccnc1 (stereo not given),3,-8,1,10,0.1,18,30,5,-10
CCn1c2ccccc2c2cc(NC(C)=O)ccc21,2,-10,-12,10,0.3,-33,26,-8,·
O=C(NNC1CC(=O)N(c2ccccc2)C1=O)c1ccccc1Cl (stereo not given),2,-6,4,6,0.5,11,-5,-12,12
Cc1ccc(O)c(CNc2nc3ccccc3n2C)c1,1,6,-8,10,0.1,-1,-9,6,-1
COc1ccc(C)cc1S(=O)(=O)N(C)CC(=O)Nc1ccc2c(c1)OCO2,2,-14,1[fluorescence artefact?],3,0.0,22,-2[fluorescence artefact?],-34,6
Cc1cccc(NC(=S)/N=C(\N)Nc2nc(C)c3ccccc3n2)c1,6,-13,11,6,1.3,-36,9,-12,5
O=C(NC(=S)Nc1c(F)cc(F)cc1Br)c1ccc2c(c1)OCCO2,2,-4,-3,6,1.2,-16,-15,-6,-37
CC(C)c1cc(-c2n[nH]c(=S)n2Cc2ccccc2)cs1,-1,-2,-1,9,1.1,47,0,37,-3
COc1ccccc1NC(=S)N/N=C1\CC(C)(C)Oc2ccc(O)cc21,27,0,-1,6,0.1,40,-9,-22,-27
Cc1ccc(C(=O)CSc2nc3ccccc3c(=O)n2N)o1,-6,-20,-2,6,0.7,-8,7,2,7
Nc1nc(C2CCCCC2)cs1,5,-7,-9,4,0.0,-9,0,-4,-7
O=C(NCCc1nc2ccccc2[nH]1)c1ccc(Cl)c([N+](=O)[O-])c1,4,-4,0,12,-0.2,-34,3[fluorescence artefact?],9,5
CCc1ccccc1N=C1SCC(=O)N1C,3,2,4[fluorescence artefact?],12,1.0,39,1[fluorescence artefact?],-4,0
CC(C)(C)OC(=O)NCCCC[C@H](NC(=O)c1nc[nH]c1C(=O)N1CCc2ccccc2C1)C(=O)OC(C)(C)C,21,-5,1,20,-0.2,13,-3,8,0
COc1ccc(S(=O)(=O)NCc2ccc3c(c2)OCO3)cc1C(=O)O,1,-3,-7[fluorescence artefact?],5,0.0,20,-8[fluorescence artefact?],-23,-13

# Part of the list above, set out differently.
# Every second line gives: Hck-Nef inh | TbHK1 inh | eIF4E-4G inh | EP2 antag | L929 necroptosis | EP2 modulator | 14-3-3 Bad inh | m-calpain inh | Rad51 HR inh
> COc1cc(CNc2ccc3[nH]c(=O)[nH]c3c2)ccc1OCC(=O)NC(C)(C)C
    10 | -1 | 1 | 10 | 20 | 28 | 4 | -222 | 1
> O=C(NCc1ccccc1Cl)c1ccc(-c2ccccc2)cc1
    4 | 2 | 2[fluorescence artefact?] | 7 | 1.5 | -37 | 2[fluorescence artefact?] | 12 | 12

# More compounds
SMILES,Hck-Nef inh,TbHK1 inh,eIF4E-4G inh,EP2 antag,L929 necroptosis,EP2 modulator,14-3-3 Bad inh,m-calpain inh,Rad51 HR inh
CN1CCN(C(=O)c2ccc(CSc3nc4ccncc4n3Cc3ccc(F)cc3)cc2)CC1,-1,-3,3,8,·,12,-4,-10,5
CC(C)c1ccc(NC(=O)c2cnn(-c3ccccc3)c2NC(=O)c2ccco2)cc1,0,-6,0,28,0.1,1,6[fluorescence artefact?],-113,14
CCOc1cc(/C=N/n2cnnc2)ccc1OS(=O)(=O)c1ccc(C)cc1,3,-2,-1,2,-0.5,-23,-3,14,5
COC(=O)c1cc2sc(Cl)cc2n1CC(=O)N1CCCc2ccccc21,1,1,-20[fluorescence artefact?],11,-0.4,-35,-9,-95,-5
CC(C)Cn1c(N)c(C=O)c(=O)[nH]c1=O,-4,-4,-2,8,0.9,-3,-3,-26,-4
Cc1ccccc1N1CCN(C(=O)c2ccc(Oc3ccc(C(F)(F)F)cn3)cc2)CC1,0,-7,-7,6,0.3,-32,-5,-22,4
O=C(CCCN1C(=O)/C(=C/c2ccccc2Cl)SC1=S)NNC(=O)c1cccnc1,-14,-25,-4,7,-0.1,-43,6,-5,·
COC(=O)Nc1nc(-c2ccc(F)cc2)c(C)s1,0,1,-1,10,3.3,-4,0,40,-5
COc1ccccc1CNC(=O)C[n+]1ccccc1,2,-3,-3,20,-0.2,6,9,-13,1
Cc1cc2c(c(=O)n1Cc1ccco1)C(c1ccccc1)C(C#N)=C(N)O2 (stereo not given),2,-1,-1,5,-0.5,19,-19,38,2
CCCN1C(=O)c2ccc(C(=O)Nc3cc(C)on3)cc2C1=O,1,2,3,10,-0.1,5,6[fluorescence artefact?],-10,-2
O=C(N/N=C/c1cccc([N+](=O)[O-])c1)c1cc(-c2ccccc2)nc2ccccc12,3,-22,-2,10,1.8,-11,-14[fluorescence artefact?],3,-2
Cc1noc(C)c1C(=O)NC(C)c1ccc(Cl)cc1Cl (stereo not given),19,6,-1,6,-0.1,6,-6,19,12
Cc1ccc(-n2cc(-c3ccc([N+](=O)[O-])cc3)[nH]c2=S)c(C)c1,2,-8,4[fluorescence artefact?],11,-0.3,-18,-1,-18,-62
Clc1ccccc1-c1nnc(-c2ccc3c(c2)OCO3)o1,20,-5,4,11,1.7,5,-5,-310,1
CN(CCc1ccccn1)C(=O)Nc1ccc(C(C)(C)C)cc1,-3,-4,-2,1,45,-9,-3,-14,12
Cn1c(=O)c(C(=O)COc2ccc(C#N)cc2)c(N)n(Cc2ccccc2)c1=O,-9,8,2,8,0.2,-46,-3,22,-112
CCCn1ncc(CN2CCN(Cc3ccsc3)C(CCO)C2)c1C (stereo not given),6,5,2,12,0.0,-1,1,-9,-23
C=CCSc1nc(=O)n2cccc(C)c2n1,0,-24,5,6,-0.1,2,6,-32,-16
Cc1ccc(N2CCN(C(=O)N3CCCC3)CC2)cc1C,-12,18,2,2,0.1,-30,-4,0,-11
CCN(CCNC(=O)C1CCN(S(C)(=O)=O)CC1)c1ccccc1,3,5,-5,9,0.1,25,-15,-8,4
CSc1[nH]c(=O)c(C(=O)O)cc1C#N,0,-6,6,14,-0.1,34,71*,-8,-4
COCCNC(=O)C(=O)NNC(=O)c1ccccc1OC,21,-17,1,7,1.5,-3,-6,-3,6
CCCCn1c(SC(C)C(N)=O)nc2cc(C(=O)OC)ccc2c1=O (stereo not given),-2,-4,-2,14,-0.2,-15,10,-1,-2
O=C1C2C3C=CC(C3)C2C(=O)N1CCN1CCN(S(=O)(=O)c2ccc3ccccc3c2)CC1 (stereo not given),7,-11,6[fluorescence artefact?],19,-0.2,-18,17[fluorescence artefact?],34,-5

# Screening data: PubChem, several laboratories
